From PubChem
MITF act = increases MITF-driven TRPM1 promoter luciferase signal; activation, % at 12.5 µM; 300,000 compounds, 0.75% hits; SK-MEL-5 TRPM1-promoter luciferase, 24 h; % of positive control, neutral wells = 0;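 active = mean activation of at least 80% with every replicate also reaching 80%; inconclusive = mean reaches 80% but some replicate falls short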;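 note: 0% = neutral control wells and 100% = parthenolide positive control wells; values of inactives mirror those of a sister screen read the other way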
cardiac RTF act = increases calcium sensitivity of human cardiac regulated thin filaments. IANBD-labeled TnC RTF fluorescence at EC20 calcium; 0% EC20 calcium, 100% full calcium. activation, % at 7.2 µM. P19429+P45379. 340,000 compounds, 0.24% hits. AID 493008;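 active = activation above the mean over all tested compounds plus 3 SD, cut at about 30% in these data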;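 note: rise in fluorescence read as greater calcium sensitivity of cardiac thin filaments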
SR-BI uptake up = SR-BI HDL lipid transfer activation; CHO ldlA[mSR-BI] cells, DiI-HDL uptake fluorescence, 3 h; 100 = double the neutral-control signal; activation, % at 12.5 µM; 320,000 compounds, 0.096% hits;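 active = mean replicate activation of at least 60% and every replicate at or above 60%; inconclusive = mean or all-replicate condition met, but not both; inactive = mean below 60% and not all replicates reaching 60%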;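 note: 0% = median plate neutral-control signal and 100% = twice that signal; values of inactives mirror those of a sister screen read the other way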
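Material – SR-BI-overexpressing, LDLR-lacking CHO cells · Medium – BSA-supplemented, HEPES-buffered Ham's F12, pH 7.4 · Doses – single concentration · Times – compound with DiI-HDL co-incubation, 3 h at 37 °C · Measured by – bottom-read fluorescence, 550/595 nm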
dFosB act = enhances mouse delta FosB homodimer DNA binding | P13346 | purified delta FosB, TAMRA-CDK5 oligo fluorescence polarization; percent of positive-control signal above neutral wells | activation, % at 25 µM | 340,000 compounds, 0.99% hits | AID 493131;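 active = mean activation above about 17%, with every replicate also reaching it, limit read from the data, passing the limit was not always enough; inconclusive = only one of the two conditions met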;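 note: fluorescence polarization rise as delta FosB binds a TAMRA Cdk5 AP-1 oligo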
Target sequence (P13346 whole entry, looked up): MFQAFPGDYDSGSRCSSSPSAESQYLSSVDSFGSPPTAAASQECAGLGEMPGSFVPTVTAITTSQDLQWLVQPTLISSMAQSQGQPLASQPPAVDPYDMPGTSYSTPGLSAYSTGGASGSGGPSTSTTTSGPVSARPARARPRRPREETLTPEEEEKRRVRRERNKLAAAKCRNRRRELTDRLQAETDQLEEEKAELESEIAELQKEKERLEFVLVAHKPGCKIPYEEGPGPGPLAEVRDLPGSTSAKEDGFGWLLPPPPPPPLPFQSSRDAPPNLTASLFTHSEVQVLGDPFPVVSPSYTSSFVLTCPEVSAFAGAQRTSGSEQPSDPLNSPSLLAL
PvdQ inh = blocks Pseudomonas aeruginosa PvdQ acylase activity. AID 488965. inhibition, % at 10 µM. purified PvdQ acylase, fluorescence plate reader. 340,000 compounds, 0.063% hits; in the data active = inhibition above about 30%, passing the limit was not always enough; inconclusive = no clear call, values can overlap the other calls;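 note: 0% = vehicle neutral wells and 100% = reference inhibitor wells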
CDK5 p35 inh = blocks human CDK5/p35 kinase activity | Recombinant CDK5/p35, ADP-Glo luminescence, 60 min | inhibition, % at 10 µM | 330,000 compounds, 0.01% hits | AID 488839;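 active = highest replicate inhibition of at least 50% and at least 75% of replicates reaching 50%; inconclusive = only one of the two criteria met; inactive = both criteria failed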;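 note: plate controls were DMSO neutral control for no effect and GW8510 at 10 µM for full effect; many of its hits are not listed in these tables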
SR-BI HDL uptake = inhibitors of mouse SR-BI mediated HDL lipid uptake. Q61009. ldlA[mSR-BI] CHO cells, DiI-HDL uptake fluorescence, 3 h. inhibition, % at 12.5 µM. 320,000 compounds, 0.96% hits;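 active = mean replicate inhibition of at least 70% and a set share of replicates each scoring 70 or more; inconclusive = meets just one of the two criteria; inactive = fails both criteria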;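 note: 0% = median of neutral control wells and 100% = median of positive control wells; values of inactives mirror those of a sister screen read the other way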
Wnt bcat act = activators of Wnt/beta-catenin signaling; activation, % at 9.35 µM; Wnt/beta-catenin reporter cell assay, activator, plate reader; AID 743398; 300,000 compounds, 1.2% hits; in the data active = activation above about 30%, passing the limit was not always enough; inconclusive = no clear call, values can overlap the other calls;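 note: 0% = neutral control wells and 100% = positive control wells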
HTR5A ag ctr = HTR5A agonism, opioid heterodimer counter-screen | P47898 | HTR5A agonist assay, luminescence, cell-based | activation, % at 9.3 µM | 340,000 compounds, 0.61% hits | AID 504692; in the data active = activation mostly above about 9.5%, no sharp cut-off; inactive = mostly below about 7.6%;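 note: 0% = cells with vehicle only and 100% = reference agonist; strong numbers were not always called active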
Target sequence (P47898 whole entry, looked up): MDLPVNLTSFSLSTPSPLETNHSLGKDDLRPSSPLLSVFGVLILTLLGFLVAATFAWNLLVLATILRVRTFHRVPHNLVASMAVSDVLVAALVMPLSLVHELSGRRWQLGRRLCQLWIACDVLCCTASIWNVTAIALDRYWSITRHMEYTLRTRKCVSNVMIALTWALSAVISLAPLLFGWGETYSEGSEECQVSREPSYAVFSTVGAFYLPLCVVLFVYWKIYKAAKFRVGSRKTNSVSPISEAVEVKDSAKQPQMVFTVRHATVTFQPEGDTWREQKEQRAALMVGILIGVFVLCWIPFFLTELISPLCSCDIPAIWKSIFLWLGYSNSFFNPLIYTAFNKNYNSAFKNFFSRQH
Rtt109 Vps75 = blocks Candida albicans Rtt109/Vps75 acetyltransferase activity; Q5AAJ8; purified Rtt109/Vps75, ThioGlo CoA-SH fluorescence, 4 h; inhibition, % at 34.9 µM; 330,000 compounds, 0.16% hits; AID 540336;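 active = inhibition of at least 50% in every replicate; inconclusive = best replicate reaches 50% inhibition but some replicates fall short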
Target sequence (Q5AAJ8 whole entry, looked up): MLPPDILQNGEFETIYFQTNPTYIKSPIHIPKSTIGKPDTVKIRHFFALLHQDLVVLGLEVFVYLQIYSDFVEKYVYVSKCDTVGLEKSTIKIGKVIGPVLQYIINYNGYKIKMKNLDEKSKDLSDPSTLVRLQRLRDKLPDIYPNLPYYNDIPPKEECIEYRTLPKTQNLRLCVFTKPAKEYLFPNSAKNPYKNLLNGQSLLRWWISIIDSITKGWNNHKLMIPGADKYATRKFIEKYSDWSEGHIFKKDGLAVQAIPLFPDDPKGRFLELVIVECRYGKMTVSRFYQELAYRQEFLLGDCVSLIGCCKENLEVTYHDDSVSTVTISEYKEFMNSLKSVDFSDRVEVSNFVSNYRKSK
Starred values were filed as active, the others as inactive; ? = inconclusive; · = not tested or not shown. Compounds as they come. Share with any hit: about 4.4%.

SMILES	MITF act	cardiac RTF act	SR-BI uptake up	dFosB act	PvdQ inh	CDK5 p35 inh	SR-BI HDL uptake	Wnt bcat act	HTR5A ag ctr	Rtt109 Vps75
O=c1[nH][nH]c(-c2ccccc2)c1C=Nc1cccc(Cl)c1	-17	-2	1	-10	-4	4.8	-1	-3	3	-2
C=C(C)CSc1nnc2n(Cc3ccccc3)c(=O)c3c4c(sc3n12)CCC4	5	-3	-13	-4	-12	0.1	13	-2	-3	0
O=C(COC(=O)CCN=C1NS(=O)(=O)c2ccccc21)NNC(=O)c1ccc(Cl)cc1	7	4	9	9	-14	-1.9	-9	2	9	-4
COc1ccc(N2CC(NC(=O)N3CCc4ccccc43)CC2=O)cc1OC (configuration not stated)	-13	-2	-15	0	3	-0.9	15	0	1	3
CC(NS(=O)(=O)c1ccc(F)cc1)C(c1cccs1)N1CCN(C)CC1 (configuration not stated)	8	0	12	-7	-1	-1.3	-12	·	1	0
COc1ccc(-c2cc(C(F)(F)F)n3nc(C(=O)N4CCCC4)cc3n2)cc1	-5	8	-38	-4	0	0.2	38	·	-2	-7
CCC(C)Sc1nc2c([nH]c3ccccc32)c(=O)n1C (configuration not stated)	-6	1	6	-9	-16	-0.7	-6	-3	1	-1
COc1ccc(NC(=O)CSc2nnc(CN3CCOCC3)n2-c2ccccc2)cc1Cl	-3	6	-11	-1	-10	0.8	11	·	0	-5
CCC1=NN(C(=O)Cc2ccc([N+](=O)[O-])cc2)C(O)(C(F)(F)F)C1 (configuration not stated)	·	0	·	-4	-7	0.1	·	3	-4	2
O=C(COC(=O)/C=C/c1ccc(F)cc1)NC1CCS(=O)(=O)C1 (configuration not stated)	-10	-5	6	0	3	0.3	-6	0	7	4
O=C(CC1COc2ccccc2O1)Nc1ccccn1 (configuration not stated)	10	-4	9	2	-8	0.6	-9	-1	3	5
CC(=O)Nc1ccc2nc(SCC(=O)Nc3ccc(N4CCOCC4)c(Cl)c3)sc2c1	·	2	0	-5	-6	-1.6	0	?	-1	1
COC(=O)COc1ccc(C2NC(=O)NC(c3ccccc3)=C2C(C)=O)cc1Br (configuration not stated)	·	-3	-10	-1	-20	-1.4	10	-2	2	-9
O=C(NCc1ccccc1)c1ncn[nH]1	-16	5	-7	-6	-3	1.2	7	6	4	5
COc1ccc(N/N=C(/C#N)S(=O)(=O)C(C)(C)C)cc1	2	9	5	3	-9	-0.4	-5	-1	0	2
COc1ccc(-c2csc(NC(CO)c3nc4ccccc4n3CCOCCO)n2)cc1 (configuration not stated)	2	-1	3	-12	3	-0.2	-3	1	-4	1
Nc1nc(COc2ccc3ccccc3c2)cs1	104*	8	1	2	8	14	-1	·	6	5
O=C(N/N=C/c1c[nH]c2ccccc12)c1ccc(Br)cc1	47	-4	3	-6	14	0.1	-3	6	5	13
COc1ccc(NC(=O)CN(C)C(=O)c2cccc(-n3cccc3)c2)cc1	-1	-1	-20	-5	-6	1.7	20	-2	-5	2
O=C(Nc1nnc(C2CC2)s1)c1cc(S(=O)(=O)N2CCCCC2)ccc1N1CCOCC1	10	-5	·	-10	-5	-0.2	·	0	0	15
CCOc1ccc(OCC)c(NC(=O)c2[nH]c(C)c(C(C)=O)c2C)c1	-9	4	-64	-12	0	-3.2	64	-2	0	1
COc1nc(OC)nc(N2CCC(C(=O)Nc3cccc4ccccc34)CC2)n1	3	1	22	1	-2	-0.9	-22	0	4	-1
COc1ccc(OC)c(S(=O)(=O)NC(C)(C)C)c1	3	2	32	1	-12	1.1	-32	·	3	2
CC(C(=O)O)N1C(=O)CSc2ncccc21 (configuration not stated)	-6	0	5	-1	2	0.4	-5	1	-8	-2
CC(C)(C)C(=O)C(C(c1ccccc1)N1CCOCC1)N1CCOCC1 (configuration not stated)	8	1	25	-6	2	-0.9	-25	1	-1	2
c1ccc(Oc2cccc(CN3CCCCC3)c2)cc1	2	-1	24	0	-6	1.6	-24	0	3	-6
CCCN(CC(=O)Nc1ccccc1C)C(=O)c1ccc(S(=O)(=O)N2CCCC2)cc1	-3	1	7	-6	-5	0.6	-7	-3	8	12
COc1cccc2c(=O)n(CC(=O)N3CCC(C)CC3)ccc12	·	-1	13	3	-8	-0.3	-13	-1	6	10
Cc1ccc(C(C)C)c(OCCCCN2CCNCC2)c1	1	-4	-5	-19	2	0.7	5	0	1	3
CCCS(=O)(=O)c1c(S(=O)(=O)CCC)c2ccc(C(N)=O)cn2c1C(=O)OC	-3	-2	-18	0	-7	-0.1	18	·	6	·
CS(=O)(=O)Nc1ccc(S(=O)(=O)N2CCCC2)cc1	18	7	5	-5	-3	1.3	-5	0	10	-6
O=C(c1nn2c(C(F)(F)F)cc(-c3ccco3)nc2c1Br)N1CCCc2ccccc21	-6	6	-31	-9	-11	1.7	31	-1	-2	-10
Cc1cc(C)n2c(SCC(=O)Nc3cc(C)on3)nnc2n1	13	-4	21	3	2	-0.8	-21	·	-1	0
Cc1ccc(-n2ncc3c2CC(C)(C)CC3NC(=O)CCc2ccncc2)cc1 (configuration not stated)	-12	-4	-2	-6	-6	0.3	2	-2	0	8
NS(=O)(=O)c1ccc(CCNC(c2ccccc2)c2ccccc2)cc1	-4	-8	·	1	9	-0.2	·	-2	0	50
O=C(c1ccccc1-c1nc2ccccc2[nH]1)N1CCCCC1	-6	-2	13	-1	-18	-2.1	-13	0	0	4

Three compounds drawn at random from the list so far, as already listed:
SMILES	MITF act	cardiac RTF act	SR-BI uptake up	dFosB act	PvdQ inh	CDK5 p35 inh	SR-BI HDL uptake	Wnt bcat act	HTR5A ag ctr	Rtt109 Vps75
O=C(COC(=O)CCN=C1NS(=O)(=O)c2ccccc21)NNC(=O)c1ccc(Cl)cc1	7	4	9	9	-14	-1.9	-9	2	9	-4
O=C(Nc1nnc(C2CC2)s1)c1cc(S(=O)(=O)N2CCCCC2)ccc1N1CCOCC1	10	-5	·	-10	-5	-0.2	·	0	0	15
COc1ccc(N2CC(NC(=O)N3CCc4ccccc43)CC2=O)cc1OC (configuration not stated)	-13	-2	-15	0	3	-0.9	15	0	1	3

Next part:
SMILES	MITF act	cardiac RTF act	SR-BI uptake up	dFosB act	PvdQ inh	CDK5 p35 inh	SR-BI HDL uptake	Wnt bcat act	HTR5A ag ctr	Rtt109 Vps75
CCn1cc(C(=O)NCCCOC(C)C)c(=O)c2cc(S(=O)(=O)N3CCOCC3)ccc21	-10	-4	-15	-10	3	-0.3	15	2	0	7
COc1ccc(C(=O)/C=C/C(=O)N(CC(=O)NC2CCCCC2)Cc2ccccc2)c(O)c1	-99	14	5	-16	-12	1.0	-5	-3	5	1
Nc1ncnc2c(C3OC(CO)C(O)C3O)c[nH]c12 (configuration not stated)	-99	-3	-3	8	-18	-0.6	3	-5	-2	0
CCOc1ccc(NC(=O)c2ccc3nccnc3c2)cc1	89*	-2	-5	-5	0	-2.2	5	·	0	-6
Cc1ccc(NC(=O)COC(=O)C2(CC(=O)NC(C)C)CCCC2)cc1C	-3	-2	-7	-4	-13	-1.8	7	0	0	1
Cc1csc(SCCn2c(N3CCCC3)nc3c2c(=O)[nH]c(=O)n3C)n1	3	0	1	2	10	1.8	-1	-2	-9	4
Cc1cc(S(=O)(=O)N2CCOCC2)ccc1OCC(=O)NCc1ccco1	-1	-8	·	1	0	0.4	·	-1	-1	9
Cc1cc(-c2ccc3ccccc3c2)n2ncnc2n1	1	13	3	3	-18	1.3	-3	-1	-3	10
CC(C)(C)C(=O)NC(=S)Nc1ccc(F)cc1	33	-6	-3	0	-1	0.7	3	5	1	0
CCOc1ccccc1NC(=S)N(CCN(C)C)C(C)c1ccncc1 (configuration not stated)	-4	4	·	-6	-4	0.2	·	-3	-6	0
COc1ccc(OC)c(C(=O)COC(=O)CNC(=O)C2CCCCC2)c1	-21	-4	18	1	4	-0.8	-18	-5	3	2
COc1ccc(NC(=O)c2sc3ncn(CC(=O)N4CCN(c5ccccn5)CC4)c(=O)c3c2C)cc1OC	-5	-8	-69	5	-1	·	69	-1	1	0
COc1ccc(N=C2SC(CC(=O)Nc3ccccc3F)C(=O)N2Cc2ccco2)cc1 (configuration not stated)	1	3	3	-5	-2	-0.9	-3	·	5	4
Cc1ccc(NC(=S)N/N=C2\CC(C)(C)Oc3ccc(O)cc32)cc1	-3	4	9	0	-8	-0.7	-9	-7	-7	-9
Cc1ccc(NC(=O)Cn2cnc3c(NCc4ccccc4)ncnc32)cc1C	15	-4	16	0	-11	0.5	-16	-1	·	0
O=C(OCC(=O)N1CCCc2ccccc21)c1ccccc1[N+](=O)[O-]	84*	-1	5	1	-5	-0.8	-5	-2	5	5
CCc1nnc(NC(=O)CSc2nc3cc4c(cc3cc2C)OCCO4)s1	-10	-4	0	?	7	1.6	0	-1	0	3
COCCNC(=O)C(c1ccc(O)cc1)N(Cc1ccccc1)C(=O)CCC(=O)Nc1ccccn1 (configuration not stated)	0	-5	·	-1	5	0.0	·	-4	0	58*
CCOc1cc(/C=N/N=C2/NC(=O)C(CC(=O)O)S2)ccc1OCc1ccc(Cl)cc1Cl (configuration not stated)	-9	-9	-32	3	-2	2.6	32	·	2	-5
O=C(Nc1ccc(F)cc1)Nc1nnc(Cc2ccccc2F)s1	9	-3	-12	21*	-13	-1.7	12	4	1	1
Cc1ccc(NC(=O)CSCc2nc3c(nnn3Cc3ccc(F)cc3)c(=O)[nH]2)c(C)c1	-7	0	-4	-3	4	-0.9	4	0	1	8
CCN(CC)c1ccc(C2Nc3cccc4cccc(c34)N2)cc1	·	0	-26	-3	-11	1.6	26	-5	2	0
COc1ccc(CCN(C)C(=O)c2c(C)noc2C)cc1OC	-1	-2	29	-9	1	-0.1	-29	-3	-10	0
CNC(=O)c1c(NC(=O)CCS(=O)(=O)c2ccc(F)cc2)sc(C)c1C	0	0	11	3	-12	0.8	-11	-1	7	-5
Cc1ccc(C)c(S(=O)(=O)N2CCCOC2CNC(=O)C(=O)NC2CC2)c1 (configuration not stated)	12	-2	·	-4	-12	-2.8	19	-6	4	-6
CCOC(=O)c1ccc(N2C(=O)CC(N3CCC(C(=O)OCC)CC3)C2=O)cc1 (configuration not stated)	-10	-5	-3	-1	9	0.2	3	·	3	-4
COC(=O)c1sc(NC(=O)C2CCCCC2C(=O)O)c(C(=O)OC)c1C (configuration not stated)	-5	3	5	-11	-12	1.0	-5	·	2	0
CCN(CC)c1nc2c(c(=O)n(C)c(=O)n2C)n1CC(=O)c1ccccc1	·	·	11	-4	-8	0.7	-11	4	·	5
Cc1ccc(-c2ccc(SCC(=O)Nc3cc(C)on3)nn2)cc1	9	-1	3	-2	2	0.2	-3	-3	1	1
Cc1ncccc1C(=O)N1CCCC(CNC(=O)C2(c3ccc(Cl)cc3)CC2)C1 (configuration not stated)	10	1	·	4	-7	-1.9	·	2	1	-10
CCOC(=O)c1cnc(Nc2ccc(OCC)cc2)nc1C	46	-7	-5	-4	-11	-2.3	5	14	7	-2
